Rpn11 block – inhibitors of human proteasome Rpn11; human 26S proteasome, Ub4-pepOG fluorescence polarization; 20S core pre-blocked with epoxomicin; 360,000 compounds, 0.59% hits; O00487; calls only at 20 µM; AID 588493;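 active = inhibition at 20 µM, scaled to each plate's controls, above about 33%, limit read from the data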
Target sequence (O00487 whole entry, looked up): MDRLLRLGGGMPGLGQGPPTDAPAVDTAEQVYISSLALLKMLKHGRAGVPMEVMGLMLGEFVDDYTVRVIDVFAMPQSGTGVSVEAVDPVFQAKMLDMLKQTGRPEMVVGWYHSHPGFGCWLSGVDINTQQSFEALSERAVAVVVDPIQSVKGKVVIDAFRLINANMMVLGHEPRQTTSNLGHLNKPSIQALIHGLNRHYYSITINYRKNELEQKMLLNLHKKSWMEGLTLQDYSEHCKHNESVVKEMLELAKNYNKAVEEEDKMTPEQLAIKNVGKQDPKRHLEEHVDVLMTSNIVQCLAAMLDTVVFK
eLon inh – E. coli protease La inhibition; P0A9M0; 360,000 compounds, 0.42% hits; inhibition, % at 7.94 µM; purified E. coli Lon protease, fluorescence polarization; in the data active = inhibition above about 13%, passing the limit was not always enough;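 note: 0% = enzyme with probe and DMSO and 100% = no enzyme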
MsrA inhibitor – inhibits bovine methionine sulfoxide reductase A. AID 651718. purified bovine MsrA, absorbance read-out. inhibition, % at 15.5 µM. 360,000 compounds, 0.75% hits; in the data active = inhibition above about 4.5%;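 note: 0% = vehicle wells with enzyme and 100% = reference inhibitor wells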
MT1-MMP act inh – blocks activation of human MT1-MMP; GFP/RFP ratio change, % at 20 µM; AID 651647; 360,000 compounds, 0.061% hits; HT1080 RFP-PRO-GFP cells, GFP/RFP ratio fluorescence, overnight; percent of plate control window, DMSO zero;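 active = GFP/RFP ratio change of at least 30% with cell ATP level not reduced by more than half and red fluorescence within 50% of control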; note: strong numbers were not always called active
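Material – HT1080 RFP-PRO-GFP cells · Control set – DMSO wells and RFP-L50D-GFP cells · Incubation – overnight cell settling, then overnight compound exposure, 37 °C, 5% CO2 · Compound dosing – single-point 20 µM compound, 1% DMSO · Read-out – GFP/RFP fluorescence ratio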
CSN deneddyl inh – blocks human CSN-mediated cullin deneddylation | Purified CSN, SCF-Nedd8-OG deneddylation, fluorescence polarization | inhibition, % at 12.5 µM | 360,000 compounds, 0.38% hits | AID 651999;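 active = pattern-corrected inhibition above about 35%, with an unprinted fluorescence ratio check between 0.5 and 1.5, limit read from the data, passing the limit was not always enough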;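 note: 0% = enzyme with substrate and 100% = substrate without enzyme; some results filed as inactive read as strong as hits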
Target sequence (Q92905 whole entry, looked up, one chain of several): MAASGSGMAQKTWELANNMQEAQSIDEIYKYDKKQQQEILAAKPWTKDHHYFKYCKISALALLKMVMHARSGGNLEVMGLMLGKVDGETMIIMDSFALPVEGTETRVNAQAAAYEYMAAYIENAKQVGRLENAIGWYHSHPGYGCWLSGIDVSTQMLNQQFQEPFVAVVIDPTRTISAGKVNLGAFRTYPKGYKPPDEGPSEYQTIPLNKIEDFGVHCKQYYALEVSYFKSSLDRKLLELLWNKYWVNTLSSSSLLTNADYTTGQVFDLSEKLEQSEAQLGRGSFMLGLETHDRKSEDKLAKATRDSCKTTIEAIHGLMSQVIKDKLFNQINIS
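Test system: purified human Csn5 enzyme expressed in HEK293T cells. Amount: 0.24 nM enzyme. Reagent: SCFSkp2-Nedd8OG substrate at 10 nM final. Schedule: 90 min incubation of compound, enzyme and substrate at room temperature. Detection: fluorescence polarization. Read-out: % inhibition of substrate cleavage by Csn5.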
PABP1 MLLE inh – blocks PAM2 peptide binding to the PABP1 MLLE domain; P11940; GST-MLLE / FITC-PAM2 fluorescence polarization; inhibition, % at 20 µM; 360,000 compounds, 0.36% hits; in the data active = inhibition above about 35%, passing the limit was not always enough;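 note: plate controls were DMSO wells with GST-MLLE for no effect and wells lacking GST-MLLE protein for full effect; some results filed as inactive read as strong as hits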
Rin1-Abl PPI inh – human Rin1-Abl interaction inhibition. P00519+Q13671. TR-FRET Rin1/Abl binding, biochemical. inhibition, % at 7.35 µM. 360,000 compounds, 0.4% hits. AID 588664; in the data active = inhibition above about 5%, passing the limit was not always enough
FAS TE block – FAS thioesterase (human) inhibition. recombinant FAS-TE, OMFH fluorogenic substrate, fluorescence endpoint. inhibition, % at 15 µM. 360,000 compounds, 0.67% hits. AID 602261;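 active = compounds whose normalised, plate-corrected inhibition of enzyme fluorescence in the single-dose primary screen is 50% or more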;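 note: 0% = DMSO with enzyme and 100% = substrate without enzyme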
bovine MsrA act – activators of bovine methionine sulfoxide reductase A; activation, % at 10.6 µM; 360,000 compounds, 0.3% hits; purified bovine MsrA, absorbance read-out; in the data active = activation above about 7.5%;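 note: 0% = vehicle and 100% = reference activator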
* hit, by the source's call; i = inactive.

SMILES	Rpn11 block	eLon inh	MsrA inhibitor	MT1-MMP act inh	CSN deneddyl inh	PABP1 MLLE inh	Rin1-Abl PPI inh	FAS TE block	bovine MsrA act
CC(C)NS(=O)(=O)c1ccc(OCC(=O)N2CCCC2)c(Cl)c1	i	-4	0.1	-1	-5	-4	0	-6	-7
O=C(NC1CC1)c1cccc(Nc2ccc(-c3ccc4c(c3)OCCO4)nn2)c1	i	-11	0.5	0	-2	4	-2	2	-4
CN(CC(=O)Nc1ccc(Cl)c(C(F)(F)F)c1)C(=O)CCNC(=O)c1ccco1	i	4	0.3	0	3	-6	1	3	-2
COC(=O)c1cc2n(n1)CCN(Cc1ccccc1F)C2=O	i	-12	0.9	-2	-5	-5	1	-2	-2
CC1(C(=O)NS(=O)(=O)c2ccc(Cl)s2)CCN1C(=O)Cc1cc(F)ccc1F (configuration not stated)	i	-5	-1.3	2	1	5	-3	-9	-1
O=C(O)c1nn2c(c1Br)NC(c1ccccc1)CC2C(F)(F)F (configuration not stated)	i	-3	2.1	-1	-5	-3	3	-7	0
CCn1cc(/C=N/NC(=O)c2ccc(C#N)cc2F)c2ccccc21	i	-6	2.8	6	0	-4	-3	-1	-2
CC(=O)c1cccc(NC(=O)Cn2cnc(S(=O)(=O)N3CCCC3)c2)c1	i	0	-0.3	1	-1	2	3	-4	-5
O=C(N/N=C/c1ccc(Cl)c([N+](=O)[O-])c1)c1ccc2nc[nH]c2c1	i	0	-0.8	7	6	-3	-5	16	-4
CC(O/N=C\c1ccccc1O)C(=O)Nc1ccccc1C(=O)N1CCOCC1 (configuration not stated)	i	-9	0.3	-2	0	6	-4	-6	-3
CC1CCCC(NC(=O)CNCc2ccccc2F)C1C (configuration not stated)	i	1	-1.2	-3	-3	1	0	3	-2
COCC(=O)Nc1ccc2c(c1)OCC(=O)N2Cc1ccc(C)cc1	i	11	-0.1	-1	1	-7	-1	4	-3
COc1ccc(C=C(c2ccc(OC)cc2)c2ccc(OC)cc2)cc1	i	-1	2.6	-3	1	5	-2	27	-1
COC(=O)C1=C(N)Oc2cc(N(C)C)ccc2C1c1ccccc1OC (configuration not stated)	i	12	0.8	-24	6	-1	-2	1	3
CCCc1cc(=O)[nH]c(SCC(=O)Nc2cc(S(=O)(=O)N3CCCCC3)ccc2C)n1	i	-7	0.0	-12	-2	1	-1	-3	-1

Compounds shown so far that have a CF3 group, in the order listed:
SMILES	Rpn11 block	eLon inh	MsrA inhibitor	MT1-MMP act inh	CSN deneddyl inh	PABP1 MLLE inh	Rin1-Abl PPI inh	FAS TE block	bovine MsrA act
CN(CC(=O)Nc1ccc(Cl)c(C(F)(F)F)c1)C(=O)CCNC(=O)c1ccco1	i	4	0.3	0	3	-6	1	3	-2
O=C(O)c1nn2c(c1Br)NC(c1ccccc1)CC2C(F)(F)F (configuration not stated)	i	-3	2.1	-1	-5	-3	3	-7	0

(cont.)
SMILES	Rpn11 block	eLon inh	MsrA inhibitor	MT1-MMP act inh	CSN deneddyl inh	PABP1 MLLE inh	Rin1-Abl PPI inh	FAS TE block	bovine MsrA act
O=C(NC(=S)NNC(=O)c1cccs1)c1ccccc1	i	-11	0.8	6	4	22	0	-2	1
Cc1ccc(-c2noc(C3CCN(S(=O)(=O)c4ccc5c(c4)OCCO5)CC3)n2)o1	i	0	-0.5	2	3	-10	-1	29	-10
Cn1cnnc1SCC(=O)OCN1C(=O)c2ccccc2C1=O	i	-4	1.1	0	-7	14	1	-10	-3
Cc1nn(-c2ccccc2)c(Cl)c1C(=O)OCC(=O)N(C)c1c(N)n(Cc2ccccc2)c(=O)[nH]c1=O	i	-1	-0.7	-3	4	-20	-5	-3	-2
CCCCSc1nnc2n(CCc3ccccc3)c(=O)c3c4c(sc3n12)COC(C)(C)C4	i	4	1.6	-1	-3	-108	4	13	-8
CC(C)Sc1nc2ccccc2n1CC(=O)NCc1ccc2c(c1)OCO2	i	-9	1.1	-4	3	-11	3	3	-3
COc1ccc(-c2noc(N3CCC(C(=O)N4CCN(c5ccccn5)CC4)CC3)n2)cc1	i	0	-0.2	0	1	-2	3	3	-6
O=C(CN(Cc1cccs1)C(=O)CNS(=O)(=O)c1ccc(F)cc1)NCc1ccco1	i	-8	1.2	-3	4	5	3	-2	-9
NC(=S)n1[nH]c(-c2ccccc2)c(N=Nc2ccccc2C(=O)N2CCOCC2)c1=O	i	-6	0.1	4	-3	37	-2	-3	-2
CSc1ncccc1C(=O)OCC(=O)N(C)C1CCS(=O)(=O)C1 (configuration not stated)	i	-5	-0.6	4	-5	-16	2	-10	3
O=C(c1ccc(Cl)c(Cl)c1)N1CCC(=O)N(C(COCc2ccc(Cl)cc2)Cc2ccccc2)CC1 (configuration not stated)	i	-18	0.5	-2	-8	12	13	35	-5
CCOc1ncccc1C(=O)N(CC)CC(=O)NCc1ccc(Cl)cc1	i	9	0.7	1	0	7	-5	-5	-3

4 compounds from above, reduced to Rin1-Abl PPI inh:
compound | Rin1-Abl PPI inh
NC(=S)n1[nH]c(-c2ccccc2)c(N=Nc2ccccc2C(=O)N2CCOCC2)c1=O | -2
CSc1ncccc1C(=O)OCC(=O)N(C)C1CCS(=O)(=O)C1 (configuration not stated) | 2
O=C(c1ccc(Cl)c(Cl)c1)N1CCC(=O)N(C(COCc2ccc(Cl)cc2)Cc2ccccc2)CC1 (configuration not stated) | 13
CCOc1ncccc1C(=O)N(CC)CC(=O)NCc1ccc(Cl)cc1 | -5

In a second layout: entries from further up.
compound | Rpn11 block | eLon inh | MsrA inhibitor | MT1-MMP act inh | CSN deneddyl inh | PABP1 MLLE inh | Rin1-Abl PPI inh | FAS TE block | bovine MsrA act
Cc1nn(-c2ccccc2)c(Cl)c1C(=O)OCC(=O)N(C)c1c(N)n(Cc2ccccc2)c(=O)[nH]c1=O | i | -1 | -0.7 | -3 | 4 | -20 | -5 | -3 | -2
CC(C)Sc1nc2ccccc2n1CC(=O)NCc1ccc2c(c1)OCO2 | i | -9 | 1.1 | -4 | 3 | -11 | 3 | 3 | -3
O=C(c1ccc(Cl)c(Cl)c1)N1CCC(=O)N(C(COCc2ccc(Cl)cc2)Cc2ccccc2)CC1 (configuration not stated) | i | -18 | 0.5 | -2 | -8 | 12 | 13 | 35 | -5
O=C(NC(=S)NNC(=O)c1cccs1)c1ccccc1 | i | -11 | 0.8 | 6 | 4 | 22 | 0 | -2 | 1
CCOc1ncccc1C(=O)N(CC)CC(=O)NCc1ccc(Cl)cc1 | i | 9 | 0.7 | 1 | 0 | 7 | -5 | -5 | -3
Cn1cnnc1SCC(=O)OCN1C(=O)c2ccccc2C1=O | i | -4 | 1.1 | 0 | -7 | 14 | 1 | -10 | -3
NC(=S)n1[nH]c(-c2ccccc2)c(N=Nc2ccccc2C(=O)N2CCOCC2)c1=O | i | -6 | 0.1 | 4 | -3 | 37 | -2 | -3 | -2

Screening results from PubChem.
